Source: PubChem (Broad Institute)
CFTR F508del cor: F508del CFTR correction, initial screen, CFBE line, single point; hit rate 0.36% among 350,000; activity (quench increase), % at 7.58 µM; CFBE cells, YFP halide quenching; stimulated with forskolin plus potentiator P3; % fluorescence drop versus neutral controls;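 active = mean added fluorescence quench of at least 8% versus neutral control, with both replicates also reaching 8%; inconclusive = only one of the mean or replicate conditions met; inactive = mean below 8% and not both replicates reaching 8%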;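 also: cells transiently co-express mutant CFTR-F508del with the halide-sensitive YFP; corrector assay measuring rescue of mutant channel to the surface after 24 h compound exposure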
miR122 inh: miR-122 Renilla sensor signal increase in Huh7, primary screen, miR-122 inhibitor project, cell-based, single point, plate reader; hit rate 0.3% among 340,000; Huh7 miR-122 Renilla luciferase sensor, 48 h; neutral wells = 0, positive control = 100; activation (reporter increase), % at 12.5 µM;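 active = mean replicate activation score at least 90 and every replicate individually at or above 90; inconclusive = only one of the two criteria met; inactive = neither criterion met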;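 also: higher luciferase means less miR-122 activity so hits act as miR-122 inhibitors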
INS-1E GSIS act: GLuc luminescence reporter in INS-1E cells, primary screen for activators of glucose-dependent secretion of insulin; INS-1E GLuc reporter insulin secretion, 2-3 h; activation, % at 16.6 µM; hit rate 0.61% among 370,000; AID 743287, 2014;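 active = lowest replicate activation of at least 40%, so every replicate reaches that level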;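 also: 0% = median of neutral control wells and 100% = median of IBMX positive control wells; some compounds called inactive have numbers as strong as hits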
Cneo AK release: Cryptococcus neoformans cell lysis inducers, primary screen, AK release luminescence, single concentration. lysis activity, % at 15 µM. C. neoformans lysis, adenylate kinase release luminescence, 4 h; normalised: neutral wells 0, clomiphene wells 100. hit rate 0.2% among 360,000. AID 651654, 2012;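 active = mean lysis activity across replicates of at least 80%, whatever share of replicates individually reach that level; inactive = mean lysis activity below 80%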
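Material – log-phase Cryptococcus neoformans yeast cells · Input – 5 × 10^6 yeast cells/mL · Medium – fresh YPD growth medium · Doses – single compound concentration per well · Timing – static 4 h at 37 °C with compound, 1 h detection · Detection – adenylate kinase release luminescence · Read-out – signal increase indicating cell lysis · Control set – Clomiphene as positive lysis control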
FN deposit inh: inhibitors of fibronectin matrix deposition, primary screen, AH1F cells, Alexa488-fibronectin fluorescence, plate reader; AH1F fibroblasts, overnight; inhibition, % at 12.6 µM; hit rate 0.086% among 350,000;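 active = mean inhibition across replicates of 30% or more, regardless of how many single replicates reach that level; inconclusive = mean under 30% yet at least half of replicates reach 30%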;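 also: positive control wells lacked labelled fibronectin entirely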
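Schedule: 1 h cell adhesion before compound, then overnight fibronectin incubation; test system: AH1F fibroblast monolayer depositing Alexa488-labelled fibronectin into matrix; quantity: 10000 AH1F cells per well; probe or stimulus: fluorescent fibronectin at 24 nM final; signal: fluorescence, ex 485 nm, em 525 nm; evaluation: percent inhibition as loss of matrix-bound fibronectin fluorescence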
PGC1a acetyl inh: inhibitors of PGC1a acetylation signal, primary screen, cell-based, U2OS, AlphaScreen, inhibitor mode. AlphaScreen anti-acetyl-lysine; with virally co-expressed GCN5 acetyltransferase. inhibition, % at 15.6 µM. hit rate 0.17% among 350,000;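 active = every replicate shows inhibition of at least 40%; inconclusive = mean inhibition at least 40% but some replicate below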;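 also: 0% = neutral control wells and 100% = positive control wells; some results beyond the cut were filed as inactive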
C2C12 statin: suppressors of statin myotoxicity in C2C12 myotubes, primary screen, cell-based, single point, plate reader | AID 602340, 2012 | C2C12 myotubes + simvastatin, ATP luminescence, 48 h; scaled: DMSO 0, geranylgeraniol control 100 | hit rate 0.78% among 330,000 | rescue of ATP level, % at 7.49 µM;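 active = mean ATP rescue above about 67%, or every replicate alone reaching that limit, limit read from the data, passing the limit was not always enough; inconclusive = no clear call, values can overlap the other calls; inactive = mean under the limit and some replicate under it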;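 also: myotubes were challenged with 10 µM simvastatin during compound exposure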
PglD DTNB: C. jejuni PglD acetyltransferase inhibitors, primary screen, biochemical, DTNB colorimetric, single point; UDP-N-acetylbacillosamine N-acetyltransferase PglD (Campylobacter jejuni); purified PglD enzyme, DTNB colorimetric CoA detection; inhibition, % at 12.5 µM; hit rate 0.098% among 360,000; in the data active = inhibition above about 16%, passing the limit was not always enough; inconclusive = no clear call, values can overlap the other calls; also: strong numbers were not always called active
* = called active by the depositor; ? = inconclusive; / = no result given; & = joins results of further samples; [ ] = another dose, or the depositor's remark.

SMILES	CFTR F508del cor	miR122 inh	INS-1E GSIS act	Cneo AK release	FN deposit inh	PGC1a acetyl inh	C2C12 statin	PglD DTNB
Cc1ccc(OCCNC(=O)c2ccccc2OCc2c(C)noc2C)cc1	1.5	8	-29	0	-18	-11	11	-2
Cc1[nH]c(C)c(S(=O)(=O)NCCc2ccccc2)c1C(=O)N1CCCCC1	0.2	14	11	-4	5	0	-2	1
CCC(CC)c1nnc(NC(=O)CCc2ccccc2OC)s1	1.8	8	-6	1	5	-3	6	3
COC(=O)c1ccc(Oc2cc(C)nc(NCc3ccccc3)n2)cc1	/	0	0	-1	/	-7	/	2
NC(=O)COC(=O)/C=C/c1ccc2ccccc2n1	-1.5	/	-8	/	5	-55	/	/
CCOC(=O)c1ccc(NC(=O)N2CCCCC2)cc1	/	3	/	-4	/	1	137*	3
COCCNC(=O)C1CCCN(C(=O)c2cccnc2Oc2ccccc2)CC1 (stereo unspecified)	1.8	-4	-2	-1	/	2	5	0
CC(CCc1ccccc1)NC(=O)COc1cc(F)ccc1[N+](=O)[O-] (stereo unspecified)	1.9	-4	1	-1	/	2	-7	-3
CN(CC(=O)Nc1ccc2c(c1)OCCO2)S(=O)(=O)c1cccc2cccnc12	-4.0	14	-4	-2	-1	3	3	3
CCOC(=O)C1=C(Cn2cnc3ccccc32)NC(=O)NC1c1ccc(OC)cc1 (stereo unspecified)	/	2	23	0	-12	-24	16	-4
CCOc1ccc2oc(C(=O)O)c(C)c2c1	-1.6	0	31	0	-2	-4	-4	1
O=C(O)Cc1ccc(O)c(O)c1	-0.1	-5	0	-2	0	-1	6	-1
C[C@H]1CN([C@@H](C)CO)C(=O)c2cc(NC(=O)CCC(F)(F)F)ccc2O[C@@H]1CN(C)S(C)(=O)=O	2.4	-3[16.7 µM]	17	6	/	6	-15	-1
COc1cccc(CN2C(=O)C(C)N(C(=O)c3ccccc3)c3ccccc32)c1 (stereo unspecified)	-1.0	-10	-28	0	5	-8	-12	-1
COc1cccc(CNC(=O)C[C@@H]2CC[C@@H]3[C@@H](COc4ccc(NC(=O)c5cccs5)cc4C(=O)N3C)O2)c1	-0.9	-8[16.7 µM]	-10	-2	7	-6	-1	4
CCOC(=O)c1sc(NC(=O)CSc2nnc(-c3ccco3)n2CC)c(C(=O)OCC)c1C	-2.4	-2	-11	-1	/	6	11	2
O=C(CN1C(=O)C(=O)c2ccccc21)c1ccccc1	-0.7	28	-10	-2	5	0	3	2
Cc1cccc(C(=O)NCCNC(=O)c2ccco2)c1	1.2	3	-6	4	-2	-8	3	20*
COCC(=O)N1[C@@H](C#N)[C@@H](c2ccccc2-c2ccccc2)[C@@H]1CO	-4.6	/	-5	/	-12	11	/	/
C[C@H]1CN([C@@H](C)CO)C(=O)c2cc(NC(=O)Nc3cccc4ccccc34)ccc2O[C@@H]1CN(C)S(=O)(=O)c1ccccc1	2.4	0[16.7 µM]	4	4	/	4	33	0
COCCNC(=O)C1CC(c2ccccc2[N+](=O)[O-])=NO1 (stereo unspecified)	-0.6	-13	/	0	11	/	2	5
COC(=O)c1sc(C(F)(F)F)c(-c2ccccc2)c1S(=O)(=O)NC(C)(C)C	-0.7	/	-49	-1	-8	-6	4	-3
O=C1C(=Cc2cccs2)C(=O)c2ccccc21	/	-11	-7	0	-6	-6	/	1
Cc1ccc(S(=O)(=O)N(C)C[C@@H]2Oc3ccc(NS(=O)(=O)c4ccc(F)cc4)cc3C(=O)N([C@H](C)CO)C[C@@H]2C)cc1	-0.5	3[16.7 µM]	-10	0	/	-4	?	2
C[C@@H]1CN([C@@H](C)CO)C(=O)Cc2cc(NS(=O)(=O)c3ccc(F)cc3)ccc2O[C@@H]1CN(C)C(=O)Nc1ccccc1	-1.1	1[16.7 µM]	11	0	/	-5	5	5

Other structures:
SMILES	CFTR F508del cor	miR122 inh	INS-1E GSIS act	Cneo AK release	FN deposit inh	PGC1a acetyl inh	C2C12 statin	PglD DTNB
Cc1noc(C)c1C(=O)NC(C)c1ccc2c(c1)OCO2 (stereo unspecified)	/	-3	/	-4	/	0	13	-4
Cc1ccc(-n2c(-c3cccnc3)n[nH]c2=S)c(C)c1	/	0	/	0	7	/	4	-7
CCN(c1cccc(C)c1)S(=O)(=O)c1cc2c3c(c1)CCN3C(=O)CC2	3.6	1	35	/	5	2	/	/
CC(=O)N1N=C(c2ccccc2)CC1c1cccs1 (stereo unspecified)	-1.1	?	1	0	-2	4	0	8
CS(=O)(=O)N(CC(=O)N1CCN(Cc2ccccc2)CC1)c1ccc(F)cc1	-0.4	/	5	-5	-7	/	8	-4
COc1ccc(CN2C(=O)C(CC(=O)NC3CCCC3)CC(C(=O)N(C(C)C)C(C)C)=C2C)cc1 (stereo unspecified)	0.9	7	-9	3	-2	-12	5	-2
CCN(CC)c1nc(-c2cccc(OC)c2O)nc2ccccc12	/	2	/	2	/	-12	3	2
COC(=O)c1nn(-c2ccccc2)c(=O)cc1Oc1ccccc1	/	0	/	1	-4	-1	1	-1
C[C@@H]1CN([C@H](C)CO)C(=O)c2cc(C#CC3(O)CCCC3)cnc2O[C@@H]1CN(C)Cc1ccccc1	0.0	-1[16.7 µM]	25	1	/	-9	-1	-1
COc1ccc(Nc2c(-c3ccc(C)cc3)nc3cnccn23)cc1	3.5	/	-2	/	5	-4	/	/
Cc1ccc(S(=O)(=O)N(C)C[C@H]2Oc3cc(Br)ccc3S(=O)(=O)N([C@H](C)CO)C[C@@H]2C)cc1	2.0&-1.8&0.8	-5	-9&-14	0&-7&-5	-5	-32&-14	-2&3&43	0&1&1
O=C(Nn1cnnc1)c1ccccc1F	-0.3	/	12	-1	5	/	16	4
O=C(Nn1cnnc1)c1ccc(F)c(S(=O)(=O)N2CCCCC2)c1	/	-5	/	4	/	15	/	6
O=C(Nc1cccc(S(=O)(=O)N2CCOCC2)c1)c1cc(S(=O)(=O)N2CCOCC2)c(Cl)cc1Cl	-2.3	-2	-37	5	-1	-5	1	5
CC(=O)Nc1sc2c(c1-c1nc3ccccc3s1)CN(C(C)C)CC2	24*	-4	-52	-1	2	52*	-217	2
COC(=O)[C@H](CCSC)NC(=O)NCCc1ccccc1F	/	1	21	1	0	3	-4	-2
C[C@@H]1CN([C@H](C)CO)C(=O)c2cccc(NC(=O)C3CC3)c2O[C@@H]1CN(C)Cc1ccc2c(c1)OCO2	2.2	-4[16.7 µM]	5	3	/	4	-5	3
O=C(C1CCC(=O)N1Cc1cccnc1)N1CCN(c2ccc(F)cc2)CC1 (stereo unspecified)	-3.0	-3	-15	-7	3	-29	28	1
Cc1ccccc1-c1cnc2c(c1)C(=O)N([C@@H](C)CO)C[C@@H](C)[C@H](CN(C)Cc1ccncc1)O2	0.3	-2[16.7 µM]	-12	2	/	-5	2	-2
CCCc1cc(=O)oc2c3c(cc(OCC(=O)N[C@@H](CSC)C(=O)O)c12)OC(C)(C)CC3	0.8	-5	-6	-5	0	1	9	3
CCC(=O)Nc1ccc2c(c1)OC[C@@H](C)N(C(=O)c1ccncc1)C[C@@H](C)[C@H](OC)CN(C)C2=O	/	1[16.7 µM]	10	1	-15	/	-9	3
Cc1ccc(S(=O)(=O)Nc2ccc3c(c2)CC(=O)N([C@@H](C)CO)C[C@H](C)[C@@H](CN(C)C(=O)Nc2ccccc2)O3)cc1	0.1	3[16.7 µM]	4	2	/	-3	14	2
COCc1nnc(NC(=O)CSc2ccccc2)s1	/	0	/	2	-5	-2	3	-1
C=C(C)CSc1nc2c(c(=O)[nH]c(=O)n2C)n1CCC(C)C	4.8	-5	55*	10	-5	-4	20	-6
COCCNC(=S)NNC(=O)c1cc(C2CC2)nc2ccccc12	0.7	-5	0	-2	/	/	6	-2

With a hit mark in PglD DTNB, of those listed so far:
SMILES	CFTR F508del cor	miR122 inh	INS-1E GSIS act	PGC1a acetyl inh	PglD DTNB
Cc1cccc(C(=O)NCCNC(=O)c2ccco2)c1	1.2	3	-6	-8	20*

An excerpt from above in order of number of heavy atoms, low to high.
SMILES	CFTR F508del cor	miR122 inh	INS-1E GSIS act	Cneo AK release	FN deposit inh	PGC1a acetyl inh	C2C12 statin	PglD DTNB
CCN(CC)c1nc(-c2cccc(OC)c2O)nc2ccccc12	/	2	/	2	/	-12	3	2
CS(=O)(=O)N(CC(=O)N1CCN(Cc2ccccc2)CC1)c1ccc(F)cc1	-0.4	/	5	-5	-7	/	8	-4
CCOC(=O)C1=C(Cn2cnc3ccccc32)NC(=O)NC1c1ccc(OC)cc1 (stereo unspecified)	/	2	23	0	-12	-24	16	-4
CCOC(=O)c1sc(NC(=O)CSc2nnc(-c3ccco3)n2CC)c(C(=O)OCC)c1C	-2.4	-2	-11	-1	/	6	11	2

(more compounds)
SMILES	CFTR F508del cor	miR122 inh	INS-1E GSIS act	Cneo AK release	FN deposit inh	PGC1a acetyl inh	C2C12 statin	PglD DTNB
COc1ccc(NC(=S)Nc2ccccc2)cc1	-2.8&-0.9	-4&-1	5&-12	-4&0	-2&-1	2	0&5	5&5
COc1ccc(N2C(=O)c3ccccc3NC2c2ccc(OC)c(CSc3ccccn3)c2)cc1 (stereo unspecified)	1.6	-12	14	-2	/	-5	-39	1
CCCOc1ccc(-c2nnn(CC(=O)Nc3cccc(C(=O)OC)c3)n2)cc1	/	-14	/	-1	-12	-9	-5	0
O=c1cc(C(F)(F)F)oc2c1ccc1ccccc12	/	-1	18	-1	-7	-5	9	8
O=C(NCc1ccc(F)cc1)Nc1ccc(Cl)cc1	-1.1	-5	-6	-4	15	8	-2	3
CCc1csc(N2[C@H](CO)[C@H](c3ccccc3)[C@@H]2CNCCOC)n1	1.5	21[16.7 µM]	-5	-2	-3	-1	-27	1
CC(C(=O)Nc1nccs1)c1ccc([N+](=O)[O-])cc1 (stereo unspecified)	-0.8	-8	6	3	5	-3	-6	-7
Cc1ccc(NS(=O)(=O)c2ccc3c(c2)oc(=O)n3C)c(C)c1	-1.5	7	0	-1	-1	-9	6	4
CC(C)NS(=O)(=O)c1ccc(OCC(=O)Nc2ccccc2F)cc1	6.1	4	/	1	/	6	21	0
CN(C)CC(=O)N1[C@@H]2Cn3c(cccc3=O)[C@H]1[C@@H](C(=O)NCc1ccccc1)[C@@H]2CO	/	/	5	2	/	/	3	5
O=C(Nc1ccc(F)c(Cl)c1)C1CCCC1	-3.2	-6	/	1	-7	-5	/	-3

Three entries from above, sorted by their value in PGC1a acetyl inh, largest number first.
| SMILES | PGC1a acetyl inh |
| --- | --- |
| CC(C(=O)Nc1nccs1)c1ccc([N+](=O)[O-])cc1 (stereo unspecified) | -3 |
| O=C(Nc1ccc(F)c(Cl)c1)C1CCCC1 | -5 |
| CCCOc1ccc(-c2nnn(CC(=O)Nc3cccc(C(=O)OC)c3)n2)cc1 | -9 |
